West Nile antiviral: inhibition of WNV-induced cytopathic effect – cell-based, CPE readout (AID 1621); 290,000 compounds, 0.02% hits; West Nile virus-infected cells, CPE inhibition; higher % means a stronger effect; one-dose CPE inhibition, % at 10 µM; IC50 in µM for titrated hits; in the data active = a potency from the dose series; inconclusive = CPE inhibition mostly from about 3.7% at the one dose, without a potency; inactive = the rest, 99 in 100 with CPE inhibition below about 2.2%; note: strong numbers were not always called active
Siah-1 displacement: Siah-1 peptide-binding antagonists, primary screen, biochemical, fluorescence polarization, rhodamine-plectin, uHTS (AID 1817) | 290,000 compounds, 0.02% hits | Siah-1 / rhodamine-plectin peptide fluorescence polarization; higher % means a stronger effect | one-dose displacement, % at 20 µM; IC50 in µM for titrated hits;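 active = displacement of at least 50% at 20 µM, with a fluorescence ratio check between 0.3 and a set limit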;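 note: plate controls were Siah plus tracer with DMSO for no effect and tracer alone without Siah for full effect; strong numbers were not always called active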
Rac1 GTP hydrolysis: MgcRacGAP GTPase-activating activity inhibitors, confirmation, biochemical, ADP Hunter fluorescence; MgcRacGAP-stimulated Rac1 GTP hydrolysis, ADP Hunter fluorescence; higher % means a stronger effect; GST-tagged Rac1 F28L mutant substrate; inhibition, % at 30 µM; hits with a dose series show IC50 in µM; 340,000 compounds, 0.6% hits; AID 624330;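 active = first-screen hits whose inhibition reached a set limit at any dose in the follow-up dose series; inconclusive = inhibition above the set first-screen limit but never retested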;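 note: fluorescence reports GDP produced by GAP-driven GTP hydrolysis; strong numbers were not always called active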
Large T inhibition: SV40 large T antigen inhibitors, biochemical (AID 1903) | SV40 large T antigen ATPase/helicase inhibition assay; higher % means a stronger effect | inhibition, % at 20 µM; hits with a dose series show IC50 in µM | 310,000 compounds, 0.39% hits; in the data active = a potency from the dose series; inconclusive = inhibition mostly from about 32% at the one dose, without a potency; inactive = the rest, 99 in 100 with inhibition below about 32%; note: strong numbers were not always called active
NS5 inhibitors: flavivirus cap methylation enzyme inhibition – biochemical, confirmation dose response, primary screen (AID 588689) | Dengue-2 NS5 methyltransferase capping enzyme assay, biochemical; higher % means a stronger effect | one-dose inhibition, % at 25 µM; IC50 in µM for titrated hits | 340,000 compounds, 0.3% hits; in the data active = a potency from the dose series; inconclusive = inhibition above about 29% without an active follow-up result
AID2073: inhibitors of Mint1-CaV2.2 protein interaction, biochemical, HTRF (AID 2073); HTRF protein-protein interaction, Mint1-CaV2.2; higher % means a stronger effect; 290,000 compounds, 0.19% hits; one-dose inhibition, % at 20 µM; IC50 in µM for titrated hits; in the data active = inhibition mostly above about 51%, no sharp cut-off; inconclusive = no clear call, values can overlap the other calls; inactive = mostly below about 53%; note: some results filed as inactive read as strong as hits
RSV antiviral HEp-2: RSV antiviral activity via CPE protection, HEp-2 cells, primary 10 µM value included (AID 2391). HEp-2 cells, RSV-induced CPE inhibition; higher % means a stronger effect. one-dose CPE inhibition, % at 10 µM; IC50 in µM for titrated hits. 310,000 compounds, 0.13% hits; in the data active = a potency from the dose series; inconclusive = CPE inhibition mostly from about 23% at the one dose, without a potency; inactive = the rest, 99 in 100 with CPE inhibition below about 21%; note: strong numbers were not always called active
NTR1 agonist: agonists of NTR1, primary screen, imaging, U2OS cells, beta-arrestin-GFP, high content (AID 493036); P30989; 330,000 compounds, 0.17% hits; activation, % at 20 µM; NTR1-U2OS beta-arrestin-GFP spot imaging, agonist mode;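 active = activation at or above 40% of the spot to cytoplasm intensity ratio, with at least 20 cells analyzed; inconclusive = wells under 20 cells, flagged as cytotoxic or low count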;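 note: 0% = DMSO without peptide and 100% = 100 nM NTR1 peptide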
Target sequence (P30989 whole entry, looked up): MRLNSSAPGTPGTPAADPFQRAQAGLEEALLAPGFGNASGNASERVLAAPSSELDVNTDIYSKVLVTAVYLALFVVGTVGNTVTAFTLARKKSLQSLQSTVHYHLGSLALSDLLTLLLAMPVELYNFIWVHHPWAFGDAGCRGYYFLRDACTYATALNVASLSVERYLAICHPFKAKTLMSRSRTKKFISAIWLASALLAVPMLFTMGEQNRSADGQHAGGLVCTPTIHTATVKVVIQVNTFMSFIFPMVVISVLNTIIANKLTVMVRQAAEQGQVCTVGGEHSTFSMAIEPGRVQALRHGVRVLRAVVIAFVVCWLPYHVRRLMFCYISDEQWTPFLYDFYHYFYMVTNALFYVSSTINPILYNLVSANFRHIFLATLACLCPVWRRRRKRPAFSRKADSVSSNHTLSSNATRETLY
K1F lysis inhibition: protection from phage-mediated lysis, alamar blue read-out – E. coli UTI89, K1F phage, bacterial capsule biogenesis inhibitors (AID 488966). E. coli UTI89 K1F phage lysis, alamar blue, 2 h; higher % means a stronger effect. one-dose inhibition, % at 100 µM; IC50 in µM for titrated hits. 340,000 compounds, 0.02% hits;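 active = phage lysis inhibition, versus mean bacterial control, above a set limit; inconclusive = no clear call, values can overlap the other calls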;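 note: capsule biogenesis inhibitors block K1F phage lysis so surviving cells raise fluorescence; higher fluorescence means more inhibition of phage lysis; actives were called in the ten point dose series up to 300 µM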
NTR1 agonist cell count 20 µM: second read-out of NTR1 agonist, no call of its own (marks repeat the call); cell count; measured here: cell count, cytotoxicity flag
NS5 inhibitors pilot replicate: recorded beside NS5 inhibitors, whose call it bears; inhibition, %; measured here: pilot screen replicate inhibition
Active calls of the source: *; ? = inconclusive; . = no result given; [ ] = dose if it differs, or a comment.

SMILES	West Nile antiviral	Siah-1 displacement	Rac1 GTP hydrolysis	Large T inhibition	NS5 inhibitors	AID2073	RSV antiviral HEp-2	NTR1 agonist	NTR1 agonist cell count 20 µM	K1F lysis inhibition	others
Cc1cccc(C)c1NC(=O)CN(C)C(=O)c1ccc2c(=O)n3c(nc2c1)CCC3	.	.	-7%	.	-8%	.	1.5%	0.1	52	0.2%
O=C(NCCS(=O)(=O)NC1CCCCC1)c1ccccc1	.	.	8%	15%	-1%	.	-1.1%	1.3	73	-1.6%
COc1ccc2c(c1)C(c1ccccc1)NC(=O)C2 (stereo not drawn)	.	.	-1%	6%	-2%	.	1.9%	-1.3	56	0.0%
CCOc1ccc(CNC(=O)C2CCCN(S(C)(=O)=O)C2)cc1OC (stereo not drawn)	-0.3%	3%	-5%	16%	3%	3%	0.9%	-0.8	72	2.0%
CC(=O)Nc1ccc(SCC(=O)Nc2oc(C)c3c(C)n[nH]c(=O)c23)cc1	.	.	10%	27%	7%	.	-2.8%	0.0	44	1.1%[50 µM]
CCN(CC(=O)Nc1c(F)cccc1F)C(=O)CCc1nc2cc(S(=O)(=O)N3CCOCC3)ccc2n1C	.	.	9%	6%	-5%	.	-2.0%	0.6	59	0.5%[50 µM]
CC(=O)N/C(=C\c1ccccc1)C(=O)OCc1cc(C)ccc1C	-0.1%	3%	3%	1%	-1%	-10%	0.1%	-0.4	36	0.3%
O=C(O)c1cccc(N(CCO)CCO)c1	0.9%	2%	1%	10%	4%	4%	2.0%	5.4	61	0.1%
COc1cccc(OCC(=O)NC2CCCCCC2)c1	.	.	-1%	.	0%	.	1.5%	3.1	63	0.4%[50 µM]
COc1ccc2c(-c3ccc(S(N)(=O)=O)cc3)c(-c3ccc(S(C)(=O)=O)cc3)sc2c1	.	.	6%	.	0%	.	.	0.4	64	-0.3%	NS5 inhibitors pilot replicate=2.4
O=C(c1nc2ccccn2c1CNCCCn1ncc2ccccc21)N1CCOCC1	0.9%	3%	2%	6%	-3%	5%	1.3%	-1.3	68	0.5%
O=C1NC2(CCCCC2)N=C1c1ccc(Br)cc1	-0.7%	-1%	7%	0%	-6%	-9%	3.6%	0.1	101	0.1%
Cn1c(=O)c2c(nc(N3CCCCCC3)n2CCSc2nc3ccccc3o2)n(C)c1=O	-0.5%	-3%	1%	3%	1%	-1%	0.8%	7.1	68	-0.1%
CC(=O)CC1(O)C(=O)Nc2ccccc21 (stereo not drawn)	0.3%	-2%	14%	12%	-2%	33%	-0.9%	0.6	52	0.2%[50 µM]
COCc1c(C(=O)OCC(=O)N2c3ccccc3NC(=O)C2(C)C)oc2ccccc12	-0.4%	0%	1%	0%	-3%	18%	.	.	.	1.2%
COc1ccc(OCC(=O)Nc2cc(NC(=O)COc3ccc(OC)cc3)cc(C(=O)O)c2)cc1	0.0%	-5%	14%	?	0%	-4%	-0.6%	0.0	57	0.3%
COc1ccc(CCN(C)Cc2nc(Cc3ccc(OC)c(OC)c3)no2)cc1OC	-1.1%	-4%	9%	26%	-2%	9%	1.4%	-1.0	92	0.1%[50 µM]
Cc1ccc(NN2C(=O)C=C(c3ccc(Cl)cc3)C2=O)cc1	-0.5%	1%	0%	3%	-12%	11µM*	47%	39	57	-0.4%
Cc1ccc(S(=O)(=O)CC#CCOC(=O)c2ccc([N+](=O)[O-])cc2)cc1	0.4%	4%	.	5%	.	-1%	0.1%	4.6	51	.
Cc1oc(-c2ccccc2Cl)nc1CS(=O)CC(=O)NCc1ccc2c(c1)OCO2 (stereo not drawn)	0.3%	4%	-2%	15%	6%	3%	-1.8%	0.5	57	0.0%
Cc1cc(C)nc(NCCCc2ccccc2)n1	-0.4%	6%	12%	-2%	-1%	-2%	-1.4%	-1.2	50	2.1%[50 µM]
COc1ccccc1-n1c(C)c(C(C)=O)c2cc(O)ccc21	-0.2%	5%	18%	10%	-2%	2%	0.8%	0.1	78	-0.1%
O=C(O)/C=C(\Oc1ccccc1)C1(O)CCCCC1	-0.2%	4%	-10%	9%	-4%	6%	-0.3%	0.5	59	0.1%
Cc1cccc([C@@H]2[C@@H]3C(=O)N(Cc4ccccc4)C(=O)[C@@H]3[C@]3(C)C(=O)N(c4cccc(F)c4)C(=O)N23)c1	.	.	9%	8%	-3%	.	-1.7%	-2.4	92	3.4%
COc1ccc(C2=Nc3cccc4cccc(c34)N2)cc1	.	-1%	21%	4%	8%	-7%	6.2%	2.0	43	0.2%
Cc1ccc(NC(=O)C2CCN(S(=O)(=O)c3ccc4c(c3)NC(=O)CO4)CC2)cc1	0.1%	2%	8%	.	-8%	14%	-1.8%	1.0	68	3.7%
Cc1ccc(C2C(=O)c3ccccc3C2=O)cc1	-0.6%	-2%	6%	7%	-3%	0%	0.3%	1.2	87	0.4%
O=C(CN1C(=O)c2ccccc2S1(=O)=O)NCCSCc1ccccc1Cl	-0.1%	-3%	5%	-5%	1%	8%	0.4%	0.6	40	1.1%
N#Cc1c(-c2ccccc2)c(C#N)c2nc3ccccc3n2c1N	-1.2%	29%	-1%	4%	2%	42%	2.5%	7.9	80	-2.4%
CC(C)NC(=O)COc1nncc2ccccc12	0.0%	1%	1%	4%	-5%	4%	0.8%	-0.1	55	1.1%
CCc1ccc(C(=O)Nc2nc3ccccc3[nH]2)cc1	-1.2%	12%	9%	3%	-6%	-1%	1.0%	-1.1	46	0.2%
O=C(O)CCCCCn1c(SCc2cc(=O)n3cc(Cl)ccc3n2)nc2ccsc2c1=O	0.4%	-4%	12%	-3%	-6%	0%	16%	0.4	59	0.8%
O=C(COC(=O)[C@@H]1CCCN1S(=O)(=O)c1ccc(Cl)cc1)NCC(F)(F)F	0.2%	-2%	3%	12%	2%	-6%	1.8%	0.1	38	2.7%
O=C(CN1C(=O)CCS(=O)(=O)c2ccccc21)Nc1cccc(Cl)c1	0.1%	0%	12%	6%	5%	-4%	0.2%	-0.7	38	-0.4%
CC(NC(=O)Nc1ccc(Cl)cc1)c1ccccc1 (stereo not drawn)	-1.5%	12%	8%	7%	-7%	13%	16%	1.3	58	0.2%	NS5 inhibitors pilot replicate=-0.3
Cc1cc(C(=O)COC(=O)c2n[nH]c3ccccc23)c(C)n1CC1CCCO1 (stereo not drawn)	-0.1%	0%	8%	13%	2%	1%	14%	4.7	84	1.5%
O=C1c2ccccc2NC(c2ccccc2)N1Cc1ccccc1 (stereo not drawn)	.	.	11%	18%	-8%	.	.	-0.1	45	1.0%
O=S(=O)(c1ccccc1)c1nc(Cc2ccccc2)oc1N1CCOCC1	-0.8%	-2%	-6%	11%	-9%	-1%	0.6%	-2.1	44	0.1%
COc1ccc(CN2CCN(Cc3cc4ccccc4o3)CC2CCO)c(F)c1 (stereo not drawn)	-1.5%	-1%	4%	11%	-3%	4%	-0.2%	0.8	54	0.3%
CNS(=O)(=O)c1ccc(NC(=O)c2csc(C)c2)cc1	-0.1%	4%	4%	19%	-9%	1%	1.4%	0.2	64	0.6%[50 µM]
CCOc1ccc(N2C(=O)CC(S/C(N)=N/N=C/c3cccs3)C2=O)cc1 (stereo not drawn)	0.0%	-4%	5%	2%	-1%	11%	1.6%	1.1	52	0.9%[50 µM]
CCOC(=O)C1=CN(CC2CCCO2)C=C(C(=O)OCC)C1c1ccccc1C(F)(F)F (stereo not drawn)	-1.0%	-3%	-3%	23%	-2%	22%	-0.5%	1.2	63	0.3%
COc1ccccc1NC(=O)COC(=O)c1ccccc1OCC(=O)Nc1ccc(SC(F)F)cc1	0.3%	1%	8%	4%	2%	3%	1.7%	6.8	49	0.4%[50 µM]
CC(=O)c1cnc(Oc2cc(Cl)ccc2Cl)nc1C	0.4%	4%	10%	5%	-1%	7%	-0.2%	-1.5	85	0.0%
CC12CCC(C(=O)N(CC(O)CN3CCCCCC3)C1=O)C2(C)C (stereo not drawn)	0.0%	-1%	2%	-8%	-10%	5%	0.9%	0.6	83	0.6%
CCn1cc(Br)c(C(=O)NCc2ccco2)n1	0.4%	0%	3%	5%	-3%	-6%	1.7%	0.7	37	0.3%
COc1ccc(C(=O)OCC(=O)c2c(N)n(C)c(=O)n(C)c2=O)c(OC)c1OC	.	.	6%	.	-8%	.	.	0.3	52	0.8%[50 µM]
Cc1ccc(S(=O)(=O)CCc2nnc(NC(=O)C3CCCCC3)s2)cc1	0.0%	2%	6%	10%	-8%	13%	0.0%	-1.3	49	0.0%
CCOC(=O)c1ccc(NS(=O)(=O)c2ccc3c(c2)n(C)c(=O)n3C)cc1	-1.4%	0%	7%	-14%	0%	11%	-0.5%	0.2	48	-0.1%
COC(=O)c1ccc(-c2ccc(/C=N/N3C(=O)C4C5C=CC(CC5)C4C3=O)o2)cc1 (stereo not drawn)	0.4%	1%	2%	8%	.	-8%	1.3%	2.5	68	3.8%
ClC1CCCCC1n1nnc2ccccc21 (stereo not drawn)	.	.	12%	2%	2%	.	1.7%	1.8	59	0.6%
COc1ccc(C(C)C)cc1S(=O)(=O)n1cnc(C)c1	0.1%	-4%	5%	-2%	-8%	-2%	1.6%	0.7	58	6.7%
CC(=O)c1ccc(Nc2nc3ccccc3nc2NS(=O)(=O)c2cccs2)cc1	0.1%	2%	-2%	8%	7%	26%	15%	7.6	64	-0.1%
O=C(N1CCOCC1)C1(c2ccccc2)CCCCC1	-0.4%	3%	4%	-4%	3%	4%	-0.4%	-1.2	93	0.4%
COCCSc1nnc(NC(=O)c2cc(C(=O)OC)cc([N+](=O)[O-])c2)s1	0.1%	2%	4%	1%	-10%	-2%	2.8%	-1.5	47	0.4%
CC(=O)Nc1ccc(-c2cc3ccccc3o2)cc1	1.0%	0%	11%	15%	3%	27%	41%	1.7	66	0.1%
COc1ccc(NC(=O)c2ccc(CNc3c(N4CCCC4)c(=O)c3=O)cc2)cc1Cl	0.8%	3%	3%	10%	-9%	9%	3.4%	0.9	62	0.5%[50 µM]
CCCC(=O)C1=C(O)C(C(=O)OC)C(C)(C)CC1=Nc1ccc(OC)cc1 (stereo not drawn)	-0.5%	-2%	7%	5%	-9%	-2%	-1.0%	1.0	32	0.1%
